CCT chaperon mod: changes cytosolic chaperonin activity; activity change, % (test concentration not listed), hits read low; purified chaperonin ATPase assay, HTRF ADP detection, 30 min; AID 651819; 360,000 tested, 0.3% active; in the data active = activity change below about -30%; note: % is set by controls: 0 for no effect and ±100 for the full control effect
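We incubate TRiC, 40 or 20 nM final, with library compounds at 76 uM and 10 uM ATP for 30 min at 37 °C. ADP formed is detected with Transcreener HTRF reagents after 30 min at room temperature.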
DRD3 antagonist: antagonists of human D3 dopamine receptor. D3R cells, DiscoveRx beta-arrestin luminescence, antagonist mode; active compounds read low. max response, negative = inhibition, %. 360,000 tested, 2.5% active. AID 652054; in the data active = max response below about -50%; inconclusive = no clear call, values can overlap the other calls; note: % is set by controls: 0 for no effect and ±100 for the full control effect; mostly tested at two doses, the higher about 12 µM
Target sequence (P35462 whole entry, looked up): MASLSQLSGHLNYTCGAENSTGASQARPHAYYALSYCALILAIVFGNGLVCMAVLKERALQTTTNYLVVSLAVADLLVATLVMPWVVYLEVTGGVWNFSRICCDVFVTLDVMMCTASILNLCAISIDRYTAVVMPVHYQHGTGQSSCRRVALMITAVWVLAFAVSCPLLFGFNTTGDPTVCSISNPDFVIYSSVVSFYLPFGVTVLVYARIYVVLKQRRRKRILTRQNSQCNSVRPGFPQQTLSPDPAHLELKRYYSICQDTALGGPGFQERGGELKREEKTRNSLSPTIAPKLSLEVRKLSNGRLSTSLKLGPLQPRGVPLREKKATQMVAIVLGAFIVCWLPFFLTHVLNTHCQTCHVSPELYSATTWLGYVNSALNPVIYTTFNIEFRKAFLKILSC
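Cells expressing the human receptor were seeded at 1500 cells/well, incubated overnight at 37 degrees C in 5% CO2, then exposed to library compounds with dopamine controls for 90 minutes at 37 degrees C before luminescent detection.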
EPAC2 ag: agonists of human EPAC2 (RAPGEF4); 360,000 tested, 0.079% active; Q8WZA2; EPAC2 activation, biochemical qHTS; response scale: 100% = 6.5 mM cAMP response; Potency, µM (series often up to 154 µM), inactives show at the top dose activation, usual class: activators; note: potency is the fitted concentration of half-maximal effect; nearly all actives have a fitted effect of over 50% in size
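Exchange assay: 100 nM EPAC2 with 250 nM Rap1B-BODIPY-GDP and 50 uM GDP. Fluorescence (ex 480/em 540 nm) read every 5 min for 30 min at room temperature. Data normalized to 6.5 mM cAMP as agonist control.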
D3 ag: D3 dopamine receptor (human) agonism. D3R DiscoveRx beta-arrestin cells, luminescence, 90 min. max activation, %. 410,000 tested, 0.58% active. AID 652048; in the data active = max activation above about 30%; note: 0% is about no effect; mostly tested at two doses, the higher about 12 µM
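Agonist mode: compounds and dopamine controls were applied to plated cells for 90 min at 37 degrees C after an overnight attachment at 1500 cells/well. Luminescent read-out followed 30 - 60 minutes at room temperature with DiscoveRx detection reagent.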
MmCpn inh: M. maripaludis TRiC chaperonin inhibition. purified Mm-Cpn ATPase, ADP Transcreener TR-FRET. Potency, µM (titrated, usually from 76.9 µM), without a hit: at the highest dose activity, negative = inhibition, actives largely listed as inhibitors. 330,000 tested, 0.031% active; note: potency is the fitted concentration of half-maximal effect; % is set by controls: 0 for no effect and ±100 for the full control effect; nearly all actives have a fitted effect of over 80% in size
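ATPase read-out: TR-FRET ADP immunoassay (anti-ADP Eu cryptate vs ADP-d2), ex 320 nm, em 590/665 nm; signal drops as ADP forms. Enzyme 25 nM, ATP 10 uM, 30 min at 37°C after 10 min compound preincubation.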
EPAC2 antag: EPAC2 (human) antagonism. 360,000 tested, 0.18% active. EPAC2 GEF exchange of Rap1B-BODIPY-GDP, fluorescence. Q8WZA2. Potency, µM (titrated, usually from 114 µM), inactives show top-dose activity, negative = inhibition, most hits filed as inhibitors; note: potency is the fitted concentration of half-maximal effect; % is set by controls: 0 for no effect and ±100 for the full control effect; nearly all actives have a fitted effect of over 45% in size; many of its hits are not listed in these tables
PTHR1 ag: PTHR1 (human) receptor agonism. HEK293 GP2 PTHR1 cells, GloSensor cAMP luminescence, 1 h. 410,000 tested, 0.075% active. Q03431. Potency, µM (highest dose often 115 µM), without a hit: at the highest dose activation, most hits filed as activators; note: potency is the fitted concentration of half-maximal effect; nearly all actives have a fitted effect of over 55% in size; some results filed as inactive show a strong effect at the top dose; inactives centre near -15; many of its hits are not listed in these tables
Target sequence (Q03431 whole entry, looked up): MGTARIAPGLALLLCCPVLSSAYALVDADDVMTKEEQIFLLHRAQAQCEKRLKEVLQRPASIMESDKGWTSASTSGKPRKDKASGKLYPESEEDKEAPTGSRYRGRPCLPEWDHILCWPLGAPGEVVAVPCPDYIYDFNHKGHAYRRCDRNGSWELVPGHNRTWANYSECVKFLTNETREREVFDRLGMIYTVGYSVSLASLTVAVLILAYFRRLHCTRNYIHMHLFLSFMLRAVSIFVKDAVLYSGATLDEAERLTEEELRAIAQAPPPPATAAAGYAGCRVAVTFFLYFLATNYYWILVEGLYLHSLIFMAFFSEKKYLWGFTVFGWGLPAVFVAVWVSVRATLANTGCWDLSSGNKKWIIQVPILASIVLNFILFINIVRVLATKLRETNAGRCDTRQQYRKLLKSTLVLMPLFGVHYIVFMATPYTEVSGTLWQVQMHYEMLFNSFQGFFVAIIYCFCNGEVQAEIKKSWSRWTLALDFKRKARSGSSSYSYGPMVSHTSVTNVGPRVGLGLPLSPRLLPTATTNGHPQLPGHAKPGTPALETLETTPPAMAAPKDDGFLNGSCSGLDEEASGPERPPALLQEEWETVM
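HEK-293-derived GP2 cells expressing PTHR1 and a GloSensor cAMP reporter, 3,000/well, plated overnight, given luciferin plus IBMX (each 0.5 mM as added) for 1 h at 37 °C, then compound for 1 h at 37 °C. Luminescence was read after 15 min at room temperature.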
pAkt inh: blocks phosphorylation of Akt; Neuro2A IGF-stimulated pAkt S473 HTRF, 20 min; active compounds read low; activity change, % for hits at 50 µM; 360,000 tested, 0.32% active; in the data active = activity change below about -80%; inconclusive = mostly about -51% to -80%; note: % is set by controls: 0 for no effect and ±100 for the full control effect
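Neuro2A cells (4,500/well, DMEM with 0.5% FBS) were treated with compound at a single 50 µM final concentration, stimulated with 6 nM IGF for 20 min at 37 °C, and lysed. Phospho-Akt Ser473 was read by HTRF as 665/615 ratio ×10^4.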
* hit, by the source's call; i = inactive; ? = inconclusive; nt = no result given; [ ] = dose if it differs, or a comment. Unless noted, calls come from the whole dose curve; as a rule, active = well fitted curve in the direction sought with a large enough effect; inconclusive = small, poorly fitted or top-dose-only effect, or another doubt; inactive = no such curve, though single readings can be large; an effect the other way counts as inactive or inconclusive. This is a subset; count on the stated rates, not on these rows.

SMILES | CCT chaperon mod | DRD3 antagonist | EPAC2 ag | D3 ag | MmCpn inh | EPAC2 antag | PTHR1 ag | pAkt inh
Cc1ccc(S(=O)(=O)N2CCCCC2CCNC(=O)C(=O)NC2CCCC2)cc1 (stereo not drawn) | 0.1 | -14 | -3% | -12 | -2% | -2% | i | i
C=CCN(c1ccccc1)S(=O)(=O)c1ccc(Cl)c(C(=O)OCC(=O)c2[nH]c(C)c(C(C)=O)c2C)c1 | -2.2 | 21 | 7% | 9 | -24% | 1% | i | i
CSCC[C@H](NC(=O)NCc1ccc(F)cc1)C(=O)O | 0.2 | 2 | -6% | -6 | 0% | 9% | -7%[57.5 µM] | i
COc1ccc(-n2c(COc3ccc4ccccc4c3)nnc2SCC(=O)NCc2ccco2)cc1 | -2.5 | 11 | 12% | -10 | -7% | -5% | -17% | i
Cc1n[nH]c(=S)n1/N=C/c1ccc(Br)o1 | -3.9 | -55* | 0% | -5 | -1% | 6% | -3%[57.5 µM] | i
O=C(Cn1cnc2ccccc2c1=O)Nc1ccccc1N1CCOCC1 | -75* | 2 | 7% | 4 | -1% | 6% | i | i
Cc1cc(C(F)(F)F)n(-c2nc(C(=O)NNS(=O)(=O)c3ccccc3)cs2)n1 | -0.7 | -23 | 2% | -2 | 1% | -7% | -15%[57.5 µM] | i
COc1ccc2c3c(c(=O)oc2c1OCC(=O)O)CCCC3 | 2.0 | 3 | -6% | 4 | -6% | -4% | i | i
O=C(c1cc2cc3ccc(Cl)cc3nc2o1)N1CCCCCC1 | 0.6 | -21 | 2% | -5 | 1% | 0% | -12% | i
CC(O)C(=O)N/N=C/c1ccccc1C(=O)O (stereo not drawn) | 1.2 | 2 | 10% | -2 | 3% | 1% | -2% | i
Nc1ncnc(Nc2cc(Cl)cc(Cl)c2)c1[N+](=O)[O-] | -2.6 | -7 | 3% | -4 | -4% | -1% | i | i
COC(=O)[C@H](CC(C)C)N(Cc1ccccc1)S(=O)(=O)N(Cc1ccccc1)[C@@H](CC(C)C)C(=O)OC | -0.3 | ? | -8% | 8 | 0% | 8% | -39%[inhibitor] | i
Clc1ccc2c(N/N=C/c3cccc(Br)c3)ccnc2c1 | -4.1 | -5 | 4% | -9 | 2% | 1% | -22% | i
O=C(/C=C/c1ccccc1[N+](=O)[O-])NCCN1C(=O)S/C(=C\c2ccc(F)cc2)C1=O | -0.9 | 17 | 7% | 2 | 2% | 10% | i | i
O=C(Cc1nn[nH]n1)NCc1ccccc1Cl | -1.6 | 18 | 7% | 12 | 1% | -1% | -7%[57.5 µM] | i
Cc1cccc(N(C(=O)CNC(=O)c2ccco2)C(C(=O)NC2CCCC2)c2ccncc2)c1C (stereo not drawn) | -1.1 | 12 | -3% | -1 | -3% | 4% | i | i
CNC(=O)c1ccc(-c2nc(-c3ccccc3)cs2)cc1 | -45* | -4 | 10% | 5 | 1% | 19% | -4% | i
CC(=O)OCC(=O)N1CCN(c2ccc([N+](=O)[O-])cc2)CC1 | 0.3 | -12 | 6% | -9 | -2% | 6% | -1% | i
CCc1noc(C)c1C(=O)Nc1nnc(C(CC)CC)s1 | 2.3 | 6 | 17% | 3 | -12% | -21% | i | i
COCCn1c(SCc2nnc(-c3ccccc3)o2)nc2sc3c(c2c1=O)CCC3 | -1.9 | 9 | 6% | 5 | -3% | 2% | i | i
O=C(Cn1cc(C(=O)c2ccco2)c2ccccc21)NC1CC1 | -1.1 | -16 | 6% | -11 | 0% | -4% | i | i
Cc1ccc(S(=O)(=O)N2CCC(=O)N(CCOCc3cccc(Cl)c3)CC2)cc1 | -3.9 | 9 | 12% | 5 | 1% | -17% | -64%[inhibitor] | i
O=C(Nc1cccc2cccnc12)c1cccc([N+](=O)[O-])c1 | -1.0 | 1 | 7% | 5 | ? | 6% | -4% | i
CC1=NN(C(C#N)c2ccccc2C)C(C)(C)C1 (stereo not drawn) | -3.0 | -10 | 0% | -5 | 0% | 0% | -11% | i
COc1cc(C(=O)NC(=S)Nc2ccc3c(c2)OCO3)cc(OC)c1OC | -3.0 | -18 | 10% | -9 | 1% | -1% | i | i
(more compounds)
SMILES | CCT chaperon mod | DRD3 antagonist | EPAC2 ag | D3 ag | MmCpn inh | EPAC2 antag | PTHR1 ag | pAkt inh
Cc1ccc(C(=O)CCC(=O)Nc2ncccc2O)cc1 | 2.2 | 5 | 8% | 1 | -1% | 3% | -24% | i
O=C(C1CC(=O)N(C2CCCC2)C1)N1CCN(c2ccccc2F)CC1 (stereo not drawn) | -2.6 | 0 | 7% | -8 | 0% | -7% | -7% | i
O=C(CSc1nnc(-c2ccccc2)o1)Nc1ccccc1F | -2.4 | -18 | 18% | -8 | -1% | 4% | -29% | i
COc1cccc(S(=O)(=O)N(C)C[C@@H]2OCc3cnnn3CCCC(=O)N([C@H](C)CO)C[C@@H]2C)c1 | -0.6 | -10 | 6% | 1 | nt | 11% | -15% | i
Cc1nc(NC(=O)CSc2nnc(-c3ccc4c(c3)OCO4)o2)c(Cl)cc1Cl | 1.2 | -3 | -6% | 2 | -4% | 0% | i | i
CCN(c1ccccc1)S(=O)(=O)c1ccc(C(=O)NC2CCCCC2)cc1 | -1.9 | 13 | 4% | 2 | nt | -13% | -29% | i
Cc1ccc(C2=NN3C(C(=O)c4ccccc4)Oc4ccccc4C3C2)cc1 (stereo not drawn) | -1.9 | -21 | 10% | -6 | -15% | -7% | -3%[57.5 µM] | i
CCCCCCCc1nc2nc(C)c(Br)c(=O)n2[nH]1 | -0.6 | -5 | 5% | -6 | 3% | -17% | -37%[inhibitor] | i
CC1CC(C)CN(C(=O)COC(=O)/C=C/c2ccco2)C1 (stereo not drawn) | -2.0 | -28 | -3% | -10 | -3% | -5% | -26% | i
CCOc1ccc(S(=O)(=O)N(CC(=O)NN=C2CCN(C)CC2)c2ccc(C)cc2)cc1 | -0.5 | -19 | 6% | -14 | -1% | 0% | 5% | i
Cc1csc(N2CCN(c3cc4nc(-c5ccncc5)[nH]c4cc3Cl)CC2)n1 | -3.6 | 6 | -2% | 7 | -2% | 8% | -36%[inhibitor] | i
Nc1nonc1-c1nc2ccccc2n1CC(=O)Nc1ccccc1 | 0.9 | -17 | -3% | -14 | 1% | 3% | 16% | i
COc1ccc(C(Nc2ccc(S(=O)(=O)NCC3CCCO3)cc2)C(=O)NC(C)(C)C)cc1OC (stereo not drawn) | 2.5 | 0 | -4% | 1 | -7% | 27% | i | i
CCN1CCN(c2oc(-c3ccccc3C)nc2S(=O)(=O)c2ccccc2)CC1 | 1.3 | -83* | 17% | -36 | 2% | 15% | -23% | i
NS(=O)(=O)c1ccc(S(=O)(=O)N2CCCC2)cc1 | -1.7 | -3 | 6% | 8 | -2% | 18% | -5%[57.5 µM] | i
CCN1CCCC1CNC(=O)c1ccc(N2CCCC2=O)cc1 (stereo not drawn) | -1.1 | 5 | 2% | 1 | 2% | -3% | -21%[57.5 µM] | i
CCOc1cc(C(=O)Nc2cc(C)on2)cc(OCC)c1OCC | -2.8 | 3 | 5% | -7 | -2% | -2% | i | i
CCNc1c(NS(=O)(=O)c2ccc([N+](=O)[O-])cc2)c(=O)oc2ccccc12 | -3.1 | -8 | 10% | -31 | -4% | -1% | i | i
CCOc1cccc(-c2cc(C(=O)Nc3ccon3)c3ccccc3n2)c1 | -2.7 | 28 | 9% | 25 | -7% | -17% | -1% | i
Cc1cccc(Oc2ncc(-c3ccc(Cl)cc3)cn2)c1C | -5.1 | -14 | 15% | -16 | ? | -5% | -18% | i
NC(=O)c1ccccc1N/C=C/C(=O)c1cccs1 | -5.0 | -14 | 5% | -3 | -3% | 0% | -23%[57.5 µM] | i
CSc1nc2ccc(S(=O)(=O)N3CCc4ccccc43)cc2s1 | 0.4 | -22 | -3% | -14 | 1% | -1% | -4%[57.5 µM] | nt
CCCS(=O)(=O)N1CCN=C1SCc1cccc(F)c1 | 1.9 | -2 | 10% | 6 | 2% | -11% | -12% | i
Nc1nc(Cl)c(C=O)c(N2CCCCC2)n1 | -3.5 | -6 | 4% | 4 | -2% | 4% | i | i
COc1ccc([C@H]2N[C@]3(CCCN(Cc4cccn4C)C3=O)[C@H]3C(=O)N(C)C(=O)[C@@H]23)cc1 | 0.4 | -24 | 2% | -9 | nt | 2% | -18% | i
O=C(c1ccc(Cl)c(S(=O)(=O)N2CCCC2)c1)N1CCOCC1 | -1.3 | 29 | 2% | 9 | 1% | -5% | -15% | i
O=C(Nc1ccccc1)OCCCc1ccccc1 | -0.9 | 2 | 11% | 2 | 1% | -15% | -12% | i
COc1cc(CCC(=O)O)on1 | -3.0 | -4 | 4% | 3 | -1% | 20% | -24% | i
CCN=c1scc(-c2ccc(F)cc2)n1/N=C/c1ccccn1 | -3.6 | -11 | 6% | -2 | -1% | -2% | -38%[inhibitor] | i

Among those listed so far, these have an aryl methoxy group:
SMILES | CCT chaperon mod | DRD3 antagonist | EPAC2 ag | D3 ag | MmCpn inh | EPAC2 antag | PTHR1 ag | pAkt inh
COc1ccc(-n2c(COc3ccc4ccccc4c3)nnc2SCC(=O)NCc2ccco2)cc1 | -2.5 | 11 | 12% | -10 | -7% | -5% | -17% | i
COc1ccc2c3c(c(=O)oc2c1OCC(=O)O)CCCC3 | 2.0 | 3 | -6% | 4 | -6% | -4% | i | i
COc1cc(C(=O)NC(=S)Nc2ccc3c(c2)OCO3)cc(OC)c1OC | -3.0 | -18 | 10% | -9 | 1% | -1% | i | i
COc1cccc(S(=O)(=O)N(C)C[C@@H]2OCc3cnnn3CCCC(=O)N([C@H](C)CO)C[C@@H]2C)c1 | -0.6 | -10 | 6% | 1 | nt | 11% | -15% | i
COc1ccc(C(Nc2ccc(S(=O)(=O)NCC3CCCO3)cc2)C(=O)NC(C)(C)C)cc1OC (stereo not drawn) | 2.5 | 0 | -4% | 1 | -7% | 27% | i | i
COc1ccc([C@H]2N[C@]3(CCCN(Cc4cccn4C)C3=O)[C@H]3C(=O)N(C)C(=O)[C@@H]23)cc1 | 0.4 | -24 | 2% | -9 | nt | 2% | -18% | i
COc1cc(CCC(=O)O)on1 | -3.0 | -4 | 4% | 3 | -1% | 20% | -24% | i

Compound activity (PubChem)
